High-throughput results: PubChem, National Center for Advancing Translational Sciences (NCATS)
Menin-MLL TR inh – menin-MLL binding inhibition, Texas Red mutant peptide. Menin + Texas Red MLL mutant peptide, fluorescence polarization. Potency, µM (top dose mostly 61.6 µM), for inactives: top-dose FP activity change, negative = inhibition, actives largely listed as inhibitors. 0.23% of 270,000 active. AID 1768; active means well fitted inhibition curve with a large enough effect in the polarisation, with a control signal flat, not every such curve was filed as active; inconclusive means small, poorly fitted or top-dose-only effect, or effect the other way, or a change in a side signal; inactive means no such curve, though single readings can be large or run the other way; the % refers to the polarisation; further: potency means the concentration at half of the fitted maximal effect; % of control where 0% means no effect; many of its hits are not listed in these tables
TSG101-PTAP inh – blocks PTAP/TSG101 interaction to inhibit HIV-1 budding. Potency, µM (highest dose often 115 µM), for inactives: top-dose activity change, negative = inhibition, hits mostly inhibitors. Fluorescence polarization, FITC-PTAP peptide / Tsg101 binding. AID 493005. Q99816. 340,000 tested, under 10 active; active means well fitted inhibition curve with a large enough effect in the main read-out, with a control signal flat, not every such curve was filed as active; inconclusive means small, poorly fitted or top-dose-only effect, or effect the other way, or a change in a side signal; inactive means no such curve, though single readings can be large or run the other way; further: potency means the concentration at half of the fitted maximal effect; % of control where 0% means no effect
Target sequence (Q99816 whole entry, looked up): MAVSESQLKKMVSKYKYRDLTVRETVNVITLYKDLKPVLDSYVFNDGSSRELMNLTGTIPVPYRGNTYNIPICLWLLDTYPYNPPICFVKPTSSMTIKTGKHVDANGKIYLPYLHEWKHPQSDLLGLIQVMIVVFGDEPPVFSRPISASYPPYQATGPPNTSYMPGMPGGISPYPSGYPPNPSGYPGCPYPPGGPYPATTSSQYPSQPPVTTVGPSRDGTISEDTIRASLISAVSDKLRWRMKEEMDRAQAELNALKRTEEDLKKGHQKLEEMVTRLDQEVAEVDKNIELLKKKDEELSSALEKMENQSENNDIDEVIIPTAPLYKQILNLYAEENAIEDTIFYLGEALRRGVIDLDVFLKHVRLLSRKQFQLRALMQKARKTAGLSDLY
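Compounds were pin-transferred onto Tsg101 binding domain (10 uM final) in HEPES pH 7.5 buffer, then FITC-PTAP peptide was added at 50 nM final. After 20 min at RT, polarization reported peptide displacement across a qHTS concentration series.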
GALK inhibitor – blocks human galactokinase activity; P51570; Purified GALK, Kinase-Glo residual ATP luminescence; Potency, µM (highest dose often 57.5 µM), for inactives: top-dose activity change, negative = inhibition, hits mostly inhibitors; 0.007% of 270,000 active; AID 1868; further: potency means the concentration at half of the fitted maximal effect; on the % scale 0 is the no-effect control and ±100 the full control effect
Target sequence (P51570 whole entry, looked up): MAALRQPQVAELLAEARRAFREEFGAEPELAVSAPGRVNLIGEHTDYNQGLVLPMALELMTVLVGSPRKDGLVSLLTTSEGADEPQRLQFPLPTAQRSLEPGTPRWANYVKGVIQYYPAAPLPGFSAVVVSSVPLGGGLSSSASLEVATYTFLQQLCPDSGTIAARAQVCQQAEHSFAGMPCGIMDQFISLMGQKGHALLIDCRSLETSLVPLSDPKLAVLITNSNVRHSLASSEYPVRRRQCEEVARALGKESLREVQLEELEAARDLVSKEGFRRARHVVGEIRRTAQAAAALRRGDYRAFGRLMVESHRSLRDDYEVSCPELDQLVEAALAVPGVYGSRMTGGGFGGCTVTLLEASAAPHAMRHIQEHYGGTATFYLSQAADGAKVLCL
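Kinase-Glo Plus luminescence measured ATP left after a 1 h room-temperature reaction. The reaction used 5 nM GALK, 100 uM galactose and 35 uM ATP at pH 8.0 (20 mM HEPES, 5 mM MgCl2, 60 mM NaCl, 1 mM DTT, 0.01% BSA).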
Tb PFK inh – T. brucei PFK enzyme inhibition. O15648. T. brucei PFK, ADP-Glo luminescence. Potency, µM (titrated, usually from 57.5 µM), inactives show top-dose activity, negative = inhibition, most hits filed as inhibitors. 0.17% of 330,000 active. AID 485367;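 further: potency means the concentration at half of the fitted maximal effect; 0% = uninhibited 1x PFK enzyme wells and -100% = no-enzyme wells; nearly all actives have a fitted effect of over 60% in size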
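Luminescent ADP detection (ADP-Glo, two-step: ATP depletion then ADP-to-ATP conversion for luciferase) reported PFK activity after 45 min room-temperature reaction of 1.25 nM enzyme with 0.5 mM F6P and 0.1 mM ATP at pH 8.0.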
a7 integrin act – activators of alpha7 integrin expression for muscular dystrophy. alpha7betagal myoblasts, beta-gal FDG fluorescence, 48 h. Potency, µM (doses to about 38.3 µM), without a hit: top-dose activation, most hits filed as activators. 0.064% of 350,000 active. AID 624291;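 further: potency means the concentration at half of the fitted maximal effect; 100% = response of the positive control SU9516; nearly all actives have a fitted effect of over 60% in size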
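Alpha7betagal+/- myoblasts (passage 13) were plated 16-24 hr, then exposed to compounds (1:260 dilution of DMSO stock) for 48 hours at 37C. After MPER lysis, β-galactosidase reporter activity was read as FDG fluorescence (ex 480/em 540) after 30 minutes.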
Giardia killer – Giardia lamblia killing; activity change, % at 7.66 µM, hits read low; Giardia lamblia trophozoite viability; 0.15% of 340,000 active; AID 540267; in the data active means activity change below about -80%; inconclusive means between about -30% and that limit;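 further: parasites exposed to compound for two days anaerobically before the ATP read; on the % scale 0 is the no-effect control and ±100 the full control effect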
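Luminescence from cellular ATP indicates surviving trophozoites (100 cells/well) following 48 hrs anaerobic compound treatment at 37 deg C; signal develops 15-30 min at room temperature.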
BCR signal inh – blocks chronic active B-cell receptor signaling. Potency, µM (titrated, usually from 46.1 µM), without a hit: at the highest dose ratio change, negative = lower green/red ratio, usual class: inhibitors. 0.05% of 340,000 active. ABC-DLBCL IkBa-CBG/CBR reporter, luminescence ratio, 4 h; active means well fitted inhibition curve with a large enough effect in the signal ratio, with a control signal flat, not every such curve was filed as active; inconclusive means small, poorly fitted or top-dose-only effect, or effect the other way, or a change in a side signal; the % refers to the signal ratio;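 further: potency means the concentration at half of the fitted maximal effect; plate controls were basal doxycycline-induced cells for no effect and cells given 10 µM MG132 for full effect; MG132 reads +100%, hits lower the ratio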
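TMD8 human ABC-DLBCL cells with doxycycline-inducible IκBα–green luciferase fusion and unfused red luciferase, in 0.5% FBS medium; compounds up to 46 uM, 4 h at 37C. Green/red luminescence ratio, filter-overlap corrected, fitted to concentration-response curves.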
FBPA coupling cs – inhibits coupling enzyme system, counter-screen for aldolase hits | coupling enzyme system counterscreen, AmpLite Red fluorescence | activity change, negative = inhibition, % at 58.2 µM, hits read low | 0.67% of 290,000 active; in the data active means activity change below about -30%; further: on the % scale 0 is the no-effect control and ±100 the full control effect
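First, compound is pin-transferred into glyceraldehyde-3-phosphate coupling-enzyme reagent at 57.5 uM final and held 10 min at RT. Next, substrate, coupling system and AmpLite Red are added. After 20 min RT, fluorescence (525/598 nm) is read.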
S-ASM inh – human S-ASM enzyme inhibition. P17405. placental ASM, HMU-PC fluorogenic substrate, 60 min. Potency, µM (top dose mostly 57.5 µM), for the others: at the top dose activity change, negative = inhibition, usual class: inhibitors. 0.006% of 340,000 active; further: potency means the concentration at half of the fitted maximal effect
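Human placenta-derived ASM enzyme was preincubated with compound for 10 minutes at room temperature, then given fluorogenic substrate HMU-PC0 (9 uM final) for 60 minutes at 37 °C; a pH 10 stop preceded fluorescence reading at Ex 386/Em 447 nm.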
B2AR arrestin – beta2AR (human) beta-arrestin recruitment activity; 0.02% of 330,000 active; Potency, µM (doses to about 46.1 µM), for inactives: at the top dose activation, most hits filed as activators; beta-arrestin recruitment to beta2AR, cell-based reporter; P07550;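 further: potency means the concentration at half of the fitted maximal effect; 0% = DMSO controls and full agonism = EC100 isoproterenol or metaproterenol; nearly all actives have a fitted effect of over 65% in size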
PKM2 activator – PKM2 (human) enzyme activation. P14618. purified PKM2, Kinase-Glo ATP luminescence, activation; response scale: 0% is enzyme alone, no compound. Potency, µM (highest dose often 57.5 µM), without a hit: at the top dose activation, usual class: activators. 0.34% of 260,000 active; further: potency means the concentration at half of the fitted maximal effect; on the % scale 0 is the no-effect control and ±100 the full control effect; nearly all actives have a fitted effect of over 55% in size
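Kinase-Glo luminescence reports ATP generated from ADP (0.1 mM) and PEP (0.5 mM) by purified hPK-M2 after 1 h at room temperature, pH 7.2 imidazole buffer; intermediate enzyme activity allows detecting inhibitors and activators.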
An asterisk follows results filed as active; ? = inconclusive; nt = no result given; [ ] = another dose, or the depositor's remark. Unless noted, the call rests on the fitted dose curve; in most records, active means well fitted curve in the direction sought with a large enough effect; inconclusive means small, poorly fitted or top-dose-only effect, or another doubt; inactive means no such curve, though single readings can be large; an effect the other way counts as inactive or inconclusive. These rows are one share of the data; the hit share may differ from the screen's.

SMILES	Menin-MLL TR inh	TSG101-PTAP inh	GALK inhibitor	Tb PFK inh	a7 integrin act	Giardia killer	BCR signal inh	FBPA coupling cs	S-ASM inh	B2AR arrestin	PKM2 activator
C[C@@H]1NC(=O)[C@H](CCCN=C(N)N)NC(=O)c2cc([N+](=O)[O-])cc(I)c2NCCC[C@@H](C(N)=O)NC1=O	?	0%	nt	0%	1%	0	?	0	-8%	-1.7%	-2%
CCOC(=O)N1CCN(C(=O)CNC(=O)c2nn(-c3ccc(OC)cc3OC)c(=O)c3ccccc23)CC1	0%	-7%	-2%	-1%	-13%	?	9%	0	5%	-0.3%	0%
CC1(C)C=Cc2c(c3ccccc3[nH]c2=O)O1	-9%	-6%	3%	-6%	0%	-3	-15%	0	5%	-0.2%	-6%
CCN1C(=C(C#N)C#N)C=Cc2cc(C)ccc21	-25%	-8%	-1%	-1%	-18%	22	1%	0	-2%	-0.1%	-2%
O=C(COc1ccccc1)NCCSCc1ccc(Cl)cc1	-8%	2%	0%	-12%	-4%	-15	0%	3	1%	-0.2%	0%
COc1cccc(C(=O)O/N=C(\N)c2ccccn2)c1	-14%	-6%	26%	?	0%	16	?	3	6%	0.4%	-94%
COc1cc(Cl)c(C)cc1N1C(=O)CN(Cc2ccccc2)C1=S	57%[activator]	-5%	1%	-1%	-25%	37[activator]	4%	-1	2%	-0.1%	nt
O=C(COC(=O)COc1ccc(Cl)cc1Br)NCc1cccs1	14%	-9%	15%	-3%	35%	-13	3%	3	-3%	0.4%	0%
CCOc1ccc(C2CC(c3cccc(OC)c3OC)n3nnnc3N2)cc1Cl (centres undefined)	-2%	-3%	0%	3%	11%	-21	-13%	2	-5%	0.1%	-2%
Cn1nc(C(F)(F)F)c(/C=N/OC(=O)c2ccc(Cl)cc2)c1Cl	nt	-6%	-5%	1%	1%	-11	5%	4	-4%	-0.3%	1%
CCN(CC(=O)Nc1ccccc1OC)C(=O)CCOc1ccc(C(C)(C)C)cc1	nt	1%	nt	1%	-22%	16	-7%	nt	-4%	-0.1%	nt
Cc1ccc(S(=O)(=O)NCc2ccccc2)s1	4%	-5%	-1%	1%	3%	-5	1%	4	-3%	-0.6%	-4%

Single entries from the entries so far.
O=C(COc1ccccc1)NCCSCc1ccc(Cl)cc1 in a7 integrin act shows -4%
COc1cc(Cl)c(C)cc1N1C(=O)CN(Cc2ccccc2)C1=S in S-ASM inh shows 2%
C[C@@H]1NC(=O)[C@H](CCCN=C(N)N)NC(=O)c2cc([N+](=O)[O-])cc(I)c2NCCC[C@@H](C(N)=O)NC1=O in Tb PFK inh shows 0%
COc1cccc(C(=O)O/N=C(\N)c2ccccn2)c1 in TSG101-PTAP inh shows -6%
CCOc1ccc(C2CC(c3cccc(OC)c3OC)n3nnnc3N2)cc1Cl (centres undefined) in Menin-MLL TR inh shows -2%

The list continues.
SMILES	Menin-MLL TR inh	TSG101-PTAP inh	GALK inhibitor	Tb PFK inh	a7 integrin act	Giardia killer	BCR signal inh	FBPA coupling cs	S-ASM inh	B2AR arrestin	PKM2 activator
Cc1cc(NC(=O)CCC(=O)N(Cc2cccs2)C(C(=O)NC2CCCC2)c2ccncc2)no1 (centres undefined)	-11%	0%	-1%	2%	-3%	9	0%	-1	3%	-0.1%	-1%
CC(C)CC(=O)NC(=S)Nc1ccccc1C(F)(F)F	1%	1%	nt	-3%	10%	-5	2%	0	5%	-0.7%	-1%
COc1ccc(NC(=O)NC2(C(=O)N3CCCC3)CCCCC2)cc1	2%	-3%	-3%	1%	-21%	-1	-1%	-2	4%	-0.3%	2%
Cc1ccc(S(=O)(=O)N2CCOCC2)cc1C(=O)NC(=S)N1CC(C)CC(C)C1 (centres undefined)	nt	-1%	-3%	0%	-12%	-1	-20%	0	5%	-0.9%	-1%
CCn1c(SCC(=O)N2c3ccccc3Sc3ccccc32)nnc1-c1ccco1	19%	-6%	0%	-1%	11%	19	?	1	-4%	-0.9%	?
CC(C)Cn1nc(C(=O)N2CCc3ccccc32)c2ccccc2c1=O	nt	0%	nt	0%	-21%	-6	-5%	nt	-6%	-1.7%	nt
Cc1ccc(NC(=O)COC(=O)C2CC2)c(Br)c1	-18%	2%	2%	-5%	-16%	8	4%	-1	5%	6.6%	5%
O=C1c2cccnc2C(Nc2cccc(F)c2)N1Cc1ccco1 (centres undefined)	11%	-2%	1%	3%	1%	10	?	1	0%	0.5%	5%
CCOC(=O)C1=C(C)Nc2ncnn2C1c1cccs1 (centres undefined)	?	-2%	nt	-3%	21%	-13	10%	-16	35%[activator]	0.0%	30%
Cc1ccc(-c2cc(C(=O)N3CCN(C(=O)c4ccco4)CC3)no2)cc1	-2%	-2%	-1%	-8%	-22%[7.66 µM]	9	?	2	2%	0.3%	1%
Nc1cc(C(=O)OCC(=O)NCCC2=CCCCC2)ccc1Cl	nt	-2%	nt	0%	-6%	11	-1%	nt	2%	4.9%	nt
O=C(COc1ccc(Cl)cc1)NCCNC(=O)c1cnccn1	6%	-3%	6%	1%	-7%	-14	-6%	-1	3%	-0.3%	nt
Cc1nc(N2CCC(C)CC2)c2c(C)c(C(=O)Nc3cccc(C(F)(F)F)c3)sc2n1	14%	-8%	0%	0%	1%	-11	9%	-5	-14%	-0.2%	3%
Cc1ccc(NC(=O)COC(=O)CN2C(=O)NC3(CCCC3)C2=O)cc1Cl	nt	0%	nt	-2%	8%	-7	5%	nt	-3%	-1.0%	nt
C[C@@H]1COC(=O)[C@@H](Cc2ccc(F)cc2)CC/C=C\C[C@@H](CC(=O)NCCO)C(=O)N1	nt	0%	nt	-2%	-6%	-4	1%	nt	1%	-0.8%	nt
CC(C)(C)c1ccc(Oc2cccc(C3CC(=O)C(C4NCCc5ccccc54)C(=O)C3n3cncn3)c2)cc1 (centres undefined)	6%	-11%	1%	-2%	6%	25	0%	5	-25%	-0.3%	-1%
CCOc1ccccc1C1c2[nH]c3ccccc3c2C[C@H]2C(=O)N(C3CCN(Cc4ccccc4)CC3)CC(=O)N12 (some centres undefined)	?	-13%	nt	-2%	-12%	3	?	-1	0%	-0.5%	nt
O=C(COC(=O)c1cncc(Br)c1)NC1CCCC1	-1%	-2%	-4%	-4%	-31%	3	7%	1	-2%	0.1%	6%
Cc1ccc(C2C3CSCC=C3C(C#N)=C(N)C2(C#N)C#N)cc1 (centres undefined)	15%	-6%	-2%	-10%	-44%	-6	-11%	-6	34%[activator]	0.0%	-3%
CN1CCc2c(c3ccccc3n2C)C1	-4%	-1%	-2%	3%	3%	6	?	1	2%	-0.3%	1%
O=C(Nc1nnc(Cc2ccccc2)s1)c1cccs1	-17%	1%	0%	0%	-1%	15	-11%	0	3%	0.4%	1%
COc1ccccc1NC(=O)CCC(=O)OCc1ccc(Br)cc1	-4%	2%	-1%	0%	21%	22	-2%	0	-2%	0.0%	1%
COc1ccc(C2=NN(C(=O)CCC(=O)O)C(c3ccccc3F)C2)cc1 (centres undefined)	1%	-1%	nt	0%	-6%	-2	18%	1	1%	0.5%	1%
CCN(CC)CCNC(=O)c1cn(CC)c2cc(N3CCN(C(=O)c4ccco4)CC3)c(F)cc2c1=O	nt	-4%	-2%	4%	-44%	22	-8%	-1	15%	0.2%	-1%
O=C(/C=C/c1cccc([N+](=O)[O-])c1)NCCSCc1c(Cl)cccc1Cl	11%	0%	0%	-7%	-7%	12	?	-3	-4%	-0.6%	-3%

Reformatted as labelled records: two of the compounds above.
O=C(/C=C/c1cccc([N+](=O)[O-])c1)NCCSCc1c(Cl)cccc1Cl
  Menin-MLL TR inh: 11%	TSG101-PTAP inh: 0%	GALK inhibitor: 0%	Tb PFK inh: -7%	a7 integrin act: -7%	Giardia killer: 12	BCR signal inh: ?	FBPA coupling cs: -3	S-ASM inh: -4%	B2AR arrestin: -0.6%	PKM2 activator: -3%
CCOc1ccccc1C1c2[nH]c3ccccc3c2C[C@H]2C(=O)N(C3CCN(Cc4ccccc4)CC3)CC(=O)N12 (some centres undefined)
  Menin-MLL TR inh: ?	TSG101-PTAP inh: -13%	GALK inhibitor: nt	Tb PFK inh: -2%	a7 integrin act: -12%	Giardia killer: 3	BCR signal inh: ?	FBPA coupling cs: -1	S-ASM inh: 0%	B2AR arrestin: -0.5%	PKM2 activator: nt
